# Tau fibril FP = inhibitors of human tau fibril formation | Potency, µM (top dose mostly 57.7 µM), for the others: at the top dose activity, negative = inhibition, usual class: inhibitors | 0.39% of 280,000 active | K18 P301L tau heparin fibrillization, Alexa594 FP, 6 h; note: % is set by controls: 0 for no effect and ±100 for the full control effect; nearly all actives have a fitted effect of over 55% in size
#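 Read-out: fluorescence polarization of Alexa 594-labeled tau (0.24 uM), 555 nm excitation, 632 nm emission. Mixtures held 15 uM unlabeled K18 P301L, compound and 20 uM heparin, pH 7 acetate buffer, incubated 6 hr at 37 C.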
# TexasRed fluor = alters Texas Red total fluorescence, flagging assay interference; Potency, µM (titrated, usually from 106 µM), inactives show at the highest dose fluorescence change, negative = quenching; AID 1479; TRb/SRC2 Texas Red total fluorescence interference; 0.29% of 280,000 active; active = well fitted curve in either direction with a large enough effect; inconclusive = small, poorly fitted or top-dose-only effect; note: % is set by controls: 0 for no effect and ±100 for the full control effect
#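 Flags fluorescent or light-absorbing compounds by total fluorescence, S + 2P, at 555 nm excitation and 632 nm emission. Mixture: 20 nM Texas Red SRC2 peptide, 0.6 uM human TRb LBD, 1 uM T3, 5% DMSO; compound exposure 5 h at ambient temperature.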
# Tau fluor cs = counter-screen for tau fibril formation inhibitors; tau K18 P301L Alexa594 fluorescence, heparin fibrillization; Potency, µM (highest dose often 57.7 µM), for inactives: at the top dose activity change, negative = decrease; 0.93% of 280,000 active; note: % is set by controls: 0 for no effect and ±100 for the full control effect; nearly all actives have a fitted effect of over 55% in size
#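 Human tau K18 P301L (15 uM unlabeled, 0.24 uM Alexa 594-labeled) in 100 mM sodium acetate pH 7 with 20 uM heparin, 6 hr at 37 C. ThT 30 uM added, 1 hr ambient; Alexa 594 FP and total fluorescence read at 555/632 nm.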
# RECQ1 helicase = blocks DNA unwinding by human RECQ1; RECQ1 DNA unwinding, red fluorescence kinetic read; P46063; Potency, µM (series often up to 57.3 µM), without a hit: top-dose activity, negative = inhibition, most hits filed as inhibitors; 0.54% of 240,000 active;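 note: plate controls were vehicle for no effect and no enzyme for full effect; nearly all actives have a fitted effect of over 30% in size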
# Target sequence (P46063 whole entry, looked up): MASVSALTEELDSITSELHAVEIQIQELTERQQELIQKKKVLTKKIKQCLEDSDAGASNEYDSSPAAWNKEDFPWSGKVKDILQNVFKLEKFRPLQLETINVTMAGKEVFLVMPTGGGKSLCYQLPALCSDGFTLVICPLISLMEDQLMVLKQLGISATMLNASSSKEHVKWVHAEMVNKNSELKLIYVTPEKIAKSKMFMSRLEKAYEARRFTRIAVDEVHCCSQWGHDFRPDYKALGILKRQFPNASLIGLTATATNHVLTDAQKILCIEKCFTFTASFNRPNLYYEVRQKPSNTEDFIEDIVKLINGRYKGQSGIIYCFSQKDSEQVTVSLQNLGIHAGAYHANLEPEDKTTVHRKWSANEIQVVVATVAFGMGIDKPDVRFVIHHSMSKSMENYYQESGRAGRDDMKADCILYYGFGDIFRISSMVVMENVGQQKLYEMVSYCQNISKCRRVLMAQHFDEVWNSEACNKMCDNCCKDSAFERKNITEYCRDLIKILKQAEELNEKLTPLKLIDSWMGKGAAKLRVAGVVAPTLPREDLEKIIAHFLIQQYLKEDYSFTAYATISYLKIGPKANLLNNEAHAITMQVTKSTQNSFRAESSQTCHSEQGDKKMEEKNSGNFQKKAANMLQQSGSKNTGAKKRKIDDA
#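 RECQ1T1 50 nM; forked duplex (20 bp + 30-nt ss tails) 200 nM, ATP 2 mM final; pH 8.0, 2 mM MgCl2, 2.5 ug/ml poly(dI-dC); 15 min compound preincubation; discontinuous kinetic read over 2 h at RT.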
# Tau ThT inhib = inhibitors of human tau fibril formation, thioflavin T binding; 2.1% of 270,000 active; AID 1460; Potency, µM (titrated, usually from 57.4 µM), for inactives: at the highest dose activity, negative = inhibition, actives largely listed as inhibitors; recombinant tau K18 P301L, heparin-induced fibrillization, ThT fluorescence; note: % is set by controls: 0 for no effect and ±100 for the full control effect; nearly all actives have a fitted effect of over 55% in size
#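 Using a mix of unlabeled (15 uM) and Alexa 594-labeled (0.24 uM) tau K18 P301L, heparin-triggered fibrillization over 6 hr at 37 C was scored by ThT fluorescence.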
# HTT cytoprotect = protects HTT-Q103 PC12 cells, measured by ATP | 0.14% of 230,000 active | AID 1471 | Potency, µM (titrated, usually from 56.4 µM), for inactives: cytoprotection (ATP increase), usual class: activators | PC12 HTT-Q103 induced, cytoprotection, ATP luminescence, 40 h;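 note: % of control where 0% means no effect; nearly all actives have a fitted effect of over 45% in size; toxic huntingtin expression switched on by the ecdysone agonist tebufenozide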
#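 Rat PC12, Q103 Htt exon1-GFP fusion, ecdysone promoter; tebufenozide inducer 100 nM final; compound titration; qHTS, 1500 cells/well; ATPlite luminescent read.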
# TRb SRC2 PPI = inhibitors of human thyroid hormone receptor beta-SRC2 interaction; 0.065% of 280,000 active; TRbeta-SRC2 peptide binding, fluorescence polarization; receptor liganded with 1 µM T3; Potency, µM (doses to about 106 µM), inactives show at the top dose activity change, negative = inhibition, most hits filed as inhibitors; P10828;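 note: plate controls were bound peptide for no effect and peptide without receptor for full effect; nearly all actives have a fitted effect of over 50% in size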
# Target sequence (P10828 whole entry, looked up): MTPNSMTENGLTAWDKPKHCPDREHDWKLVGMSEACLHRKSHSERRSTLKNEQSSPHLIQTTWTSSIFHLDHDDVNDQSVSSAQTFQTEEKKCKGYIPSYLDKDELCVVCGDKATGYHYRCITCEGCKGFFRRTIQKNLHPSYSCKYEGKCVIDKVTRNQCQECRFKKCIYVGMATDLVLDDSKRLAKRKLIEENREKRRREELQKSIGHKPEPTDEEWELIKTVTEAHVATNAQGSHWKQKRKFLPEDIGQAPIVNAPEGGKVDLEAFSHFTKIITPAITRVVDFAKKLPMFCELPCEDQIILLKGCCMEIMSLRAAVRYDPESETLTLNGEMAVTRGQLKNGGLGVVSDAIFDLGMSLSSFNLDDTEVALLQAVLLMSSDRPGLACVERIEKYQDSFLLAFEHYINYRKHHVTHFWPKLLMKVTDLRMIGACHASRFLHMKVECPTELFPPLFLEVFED
#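 Human TRb LBD (0.6 uM) plus Texas Red-labeled SRC2 peptide (20 nM), 1uM T3, 5% DMSO, 5 hr at ambient temperature. Decreased polarization (555/632 nm) flags inhibition; data normalized to free and bound peptide controls.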
# L3MBTL1 block = blocks human L3MBTL1; Q9Y468; AlphaScreen L3MBTL1–H3K9me1 peptide binding; Potency, µM (highest dose often 57.1 µM), for the others: at the top dose activity, negative = inhibition, usual class: inhibitors; 0.66% of 230,000 active; note: % is set by controls: 0 for no effect and ±100 for the full control effect; nearly all actives have a fitted effect of over 60% in size
#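 AlphaScreen assay: L3MBTL1 (50 nM final) was preincubated 30 min at room temperature with biotinylated H3(1-15)K9me1 peptide (75 nM final), then 30 min with library compounds; streptavidin donor and nickel chelate acceptor beads (10 ug/mL final) added, 30 min dark.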
# Numbers without * were called inactive; i = inactive; ? = inconclusive; nt = not tested or not shown; [ ] = another dose, or the depositor's remark. Unless noted, calls come from the whole dose curve; as a rule, active = well fitted curve in the direction sought with a large enough effect; inconclusive = small, poorly fitted or top-dose-only effect, or another doubt; inactive = no such curve, though single readings can be large; an effect the other way counts as inactive or inconclusive. Potency is the fitted concentration of half-maximal effect.
SMILES,Tau fibril FP,TexasRed fluor,Tau fluor cs,RECQ1 helicase,Tau ThT inhib,HTT cytoprotect,TRb SRC2 PPI,L3MBTL1 block
CCSc1nnc(NC(=O)Cn2cnc3ccccc3c2=O)s1,-1%,-3%,-13%,-8%,-8%,5%[10 µM],-3%,0%
O=C(CN1CCOCC1)N1CCc2ccccc2C(c2ccccc2)C1 (configuration not stated),?,-7%,1%,-11%,3%,-15%,-5%,35%[activator]
COc1ccc(Br)cc1C1C(C(=O)Nc2ccc(C)cc2C)=C(C)Nc2ncnn21 (configuration not stated),-1%,-9%,-15%,nt,-14%,nt,-3%,nt
Cc1nc(CC(=O)Nc2nc(-c3ccccc3)cs2)cs1,-5%,3%,-18%,-14%,-15%,-4%[10 µM],-1%,nt
CCc1ccc(Oc2nnnn2-c2ccc(C(N)=O)cc2)cc1,2%,-2%,-4%,i,-3%,-7%,-2%,0%
O=S(=O)(c1cccc(NC(=S)N2CCN(c3cccc(Cl)c3)CC2)c1)C(F)F,?,-3%,?,-9%,-15%,1%[10 µM],3%,-4%
N/C(=N\c1nc(CSc2nnnn2-c2ccccc2)cc(=O)[nH]1)Nc1ccccc1,7%,-3%,1%,i,-7%,4%[10 µM],-6%,6%
CCCNC(=O)c1ccc2c(c1)N(Cc1cccc(C)c1)C(=O)c1ccccc1S2,-8%,-1%,-9%,nt,-3%,nt,8%,nt
CC(C)C12CN(C(=O)c3ccccc3[N+](=O)[O-])CC(C(C)C)(CN(C(=O)c3ccccc3[N+](=O)[O-])C1)C2=O,5%,1%,-7%,i,nt,20%[10 µM],2%,nt
CCOC(=O)C1[C@H]2C(=O)N(C(C)c3ccc(OC)cc3)C[C@]23C=C[C@H]1O3 (some centres not stated),-7%,-1%,0%,i,-7%,3%[0.074 µM],1%,9%
Cc1ccc(C)c(CN2C(=O)c3ccccc3S(=O)(=O)c3ccc(C(=O)N4CCN(Cc5ccccc5)CC4)cc32)c1,-13%,-20%,-18%,nt,-8%,nt,-4%,nt
CC(C)Nc1nnc(SCC(=O)c2c(N)n(Cc3ccccc3)c(=O)n(C)c2=O)s1,2%,-2%,-13%,0%,-11%,-17%,-10%,7%
O=C1CN(Cc2ccccc2)C(=NCc2ccco2)S1,?,-3%,-11%,i,-17%,-16%[10 µM],-10%,-6%
Cc1ccc(Cl)cc1N(C)C(=O)c1cn(C2CCCCC2)c(=O)c2c1c1ccccc1n2C,3%,-3%,-5%,nt,-11%,nt,-4%,nt
COc1cccc(NC(=O)c2sc3nc(C)c(C(=O)Nc4ccc(C)cc4C)c(-c4sccc4C)c3c2N)c1,-10%,-1%,-20%,nt,-16%,nt,7%,nt
CC(C)(C)C1CCC(=NNC(=O)c2ccc(Br)o2)CC1 (configuration not stated),-15%,-3%,-5%,i,?,nt,3%,6%
O=C(COC(=O)CCc1ccc(S(=O)(=O)N2CCOCC2)cc1)NCc1ccccc1Cl,-4%,0%,-18%,-4%,-2%,-6%,-3%,nt
Cc1c(C(=O)N(C)C)sc2c1c(=O)n(-c1ccc(Cl)cc1)c(=O)n2Cc1ccccc1F,0%,0%,2%,nt,5%,nt,3%,nt
CCN(CC)CCNC(=O)c1c(O)c2c([nH]c1=O)CCCC2,-7%,-3%,2%,11%,0%,-2%[10 µM],-5%,-3%
Cc1nc(-c2nc(-c3c(C(=O)NNC(=O)Nc4ccccc4)noc3C)cs2)cs1,-8%,-2%,-16%,-12%,-14%,10%[10 µM],-8%,8%
COc1ccc(C)cc1N(CC(=O)N1CCC(C)CC1)S(=O)(=O)c1ccc(C)cc1,9%,6%,-21%,nt,-17%,nt,1%,nt
O=C(c1ccc(CSc2nc3ccncc3n2Cc2cccc(F)c2)cc1)N1CCCCCC1,3%,-2%,-1%,nt,-2%,nt,1%,nt
O=C(NC(c1ccccc1)c1ccccc1)C1CCCC1,0%,-8%,-3%,12%,-2%,9%[10 µM],-1%,-1%
O=C(CSc1nnc(-c2cccnc2)o1)Nc1ccccn1,-1%,-1%,-7%,i,0%,-37%,0%,nt
CN1/C(=C\C(=O)c2cccnc2)Sc2ccccc21,4%,-2%,-5%,-5%,?,-46%[inhibitor],6%,11%

# 3 structures out of the list, sorted by SMILES length, lowest first.
SMILES,Tau fibril FP,TexasRed fluor,Tau fluor cs,RECQ1 helicase,Tau ThT inhib,HTT cytoprotect,TRb SRC2 PPI,L3MBTL1 block
O=C(NC(c1ccccc1)c1ccccc1)C1CCCC1,0%,-8%,-3%,12%,-2%,9%[10 µM],-1%,-1%
Cc1nc(CC(=O)Nc2nc(-c3ccccc3)cs2)cs1,-5%,3%,-18%,-14%,-15%,-4%[10 µM],-1%,nt
O=S(=O)(c1cccc(NC(=S)N2CCN(c3cccc(Cl)c3)CC2)c1)C(F)F,?,-3%,?,-9%,-15%,1%[10 µM],3%,-4%

# Remaining list, next part:
SMILES,Tau fibril FP,TexasRed fluor,Tau fluor cs,RECQ1 helicase,Tau ThT inhib,HTT cytoprotect,TRb SRC2 PPI,L3MBTL1 block
Cc1cc2nc(-c3ccc4c(c3)CCC4)ccn2n1,-9%,0%,-13%,-2%,-15%,-66%[inhibitor],-3%,92%[activator]
CC(=O)N1CCC2(CC1)CC(=O)c1cc(OCC(=O)NCc3ccc(C)cc3)ccc1O2,6%,-1%,13%,-11%,4%,8%[10 µM],-23%,-2%
O=C(O)c1cc(-c2cccc([N+](=O)[O-])c2)nc2ccccc12,-9%,-8%,-19%,-15%,?,-2%[10 µM],-1%,-3%
Cc1cc(C(=O)NCc2ccc(F)cc2)n(-c2ccccc2)n1,?,-2%,-6%,-15%,0%,-11%[10 µM],3%,-5%
COc1ccc(OCCCC(=O)Nc2nccs2)cc1,-8%,-1%,-18%,-3%,-17%,-20%[10 µM],-2%,-13%
CCOC(=O)N1CCN(S(=O)(=O)c2ccc(OC)c(OC)c2)CC1,?,-8%,3%,-3%,0%,-17%[10 µM],-2%,-11%
Cc1ccc(Sc2c(C)nn(C(=O)C3CC3)c2C)cc1,-1%,5%,-4%,1%,5%,10%[10 µM],9%,34%[activator]
Cn1c(SCC(=O)c2ccccc2)nnc1C1COc2ccccc2O1 (configuration not stated),1%,-4%,-5%,i,-9%,5%[10 µM],1%,-1%
O=C(NCCCc1ccccc1)C1CCN(c2nnc(-n3cccc3)s2)CC1,-1%,1%,-19%,-9%,?,-33%,-14%,nt
CCOC(=O)c1ccc(NC(=O)c2nc[nH]c2C(=O)N2CCC(C)CC2)cc1,-1%,-3%,-25%,i,-3%,25%[10 µM],13%,nt
COc1ccc(C2c3c(oc4ccccc4c3=O)C(=O)N2Cc2ccc3c(c2)OCO3)cc1 (configuration not stated),0%,-18%,-18%,nt,1%,nt,1%,nt
CCOC(=O)C1(Cc2cccc(OC)c2)CCN(Cc2cnc(C)s2)CC1,-9%,1%,-3%,i,0%,-1%[10 µM],2%,3%
CC(=O)N1CCc2cc(Br)cc(S(=O)(=O)N3CCN(C(=O)c4ccco4)CC3)c21,-9%,-1%,-2%,i,0%,-9%,-6%,1%
COc1ccc(OC(C)C(=O)NC2CC(C)(C)NC(C)(C)C2)cc1 (configuration not stated),-1%,-2%,-3%,1%,-5%,-24%[0.074 µM],-15%,6%
COCCNC(=O)[C@@]1(Cc2ccccc2)C=C[C@@H](C)N1C(=O)OC,-3%,-1%,5%,i,4%,2%,-6%,nt
COc1ccccc1N1Cc2ccccc2C1,-4%,-8%,-17%,-8%,?,-57%[inhibitor],2%,-13%
Cc1nc2sc(C(c3cccs3)N3CCN(C(=O)c4ccco4)CC3)c(O)n2n1 (configuration not stated),-2%,1%,8%,-4%,6%,-3%[10 µM],4%,-10%
Cc1c(Cl)cccc1N=Cc1ccc([N+](=O)[O-])s1,-6%,-5%,-27%,?,?,-104%[inhibitor],-3%,?
CCN(C(=O)CN1CCOCC1)c1c(N)n(Cc2ccccc2)c(=O)[nH]c1=O,5%,-1%,0%,-2%,1%,-15%,3%,2%
CCOC(=O)c1ccc(NC(=O)c2cc(=O)[nH]c3ccccc23)cc1,0%,-3%,-8%,12%,0%,?,-6%,14%
COc1ccccc1NC(=O)CSc1nnc(CC(=O)Nc2cccc(C(F)(F)F)c2)n1C,-3%,-2%,-17%,1%,-15%,9%,-7%,nt
COc1ccc(OC)c(CCNC(=O)Cn2ncc3c([nH]c4ccccc43)c2=O)c1,?,10%,-14%,nt,-7%,nt,12%,nt
CCOc1ccc(CNC(=O)C2CCN(S(=O)(=O)N3CCC(C)CC3)CC2)cc1OC,-7%,-2%,3%,nt,11%,nt,-5%,nt
CC(C(=O)N1CCOCCOCCOCCOCCOCC1)N1C(=O)c2ccccc2C1=O (configuration not stated),-2%,-1%,-4%,8%,-5%,-17%,-9%,26%
O=C(Cc1ccc([N+](=O)[O-])cc1)c1ccc(O)cc1O,-4%,-1%,-19%,-4%,-21%,-1%[10 µM],4%,-6%
# (continued)
SMILES,Tau fibril FP,TexasRed fluor,Tau fluor cs,RECQ1 helicase,Tau ThT inhib,HTT cytoprotect,TRb SRC2 PPI,L3MBTL1 block
CN(C)S(=O)(=O)c1cccc(NC(=S)NC2CCCCC2)c1,-5%,0%,-5%,-15%,10%,-39%[inhibitor],1%,3%
O=C(Cc1csc2nc(-c3ccccc3)cn12)NCc1ccc(F)cc1,-2%,-21%,-5%,nt,9%,nt,4%,nt
COc1cc(CNCCN(C)C)c(Br)cc1OCC(=O)NCc1ccccc1,-1%,0%,-3%,-4%,-2%,nt,-1%,1%
Cc1csc(=Nc2ccc(S(=O)(=O)N3CCOCC3)cc2)n1Cc1ccco1,13%,-3%,-29%,-7%,?,10%[10 µM],3%,?
O=C(COC(=O)c1cccc(S(=O)(=O)N2CCOCC2)c1)Nc1ncc(C(F)(F)F)cc1Cl,2%,-1%,-18%,i,-14%,14%,-4%,nt
Cc1c(NC(=O)c2ccccc2)cccc1[N+](=O)[O-],0%,0%,2%,0%,2%,30%[10 µM],-13%,-1%
O=C(Cn1c(=O)n(Cc2nc(-c3ccccc3)no2)c(=O)c2cc3c(cc21)OCO3)Nc1ccc(Cl)cc1,20µM*,-3%,-11%,nt,24%,nt,-1%,nt

# Some of the compounds tested. The share of hits here may be higher or lower than overall.
